Assay outcomes from PubChem BioAssay.
Tau fibril ThT – inhibitors of human tau fibril formation, thioflavin T binding | P10636 | recombinant tau K18 P301L, heparin-induced fibrillization, ThT fluorescence | Potency, µM (doses to about 57.4 µM), for inactives: at the highest dose activity, negative = inhibition, usual class: inhibitors | hit rate 2.1% among 270,000 | AID 1460; further: nearly all actives have a fitted effect of over 55% in size
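Using a mix of unlabeled (15 uM) and Alexa 594-labeled (0.24 uM) tau K18 P301L, heparin-triggered fibrillization over 6 hr at 37 C was scored by ThT fluorescence.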
TR SRC2 fluor cs – counter-screen for TRb-SRC2 inhibitors: fluorescence interference | TRb/SRC2 Texas Red total fluorescence interference | hit rate 0.29% among 280,000 | Potency, µM (doses to about 106 µM), for inactives: top-dose fluorescence change, negative = quenching; active means well fitted curve in either direction with a large enough effect; inconclusive means small, poorly fitted or top-dose-only effect
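Flags fluorescent or light-absorbing compounds by total fluorescence, S + 2P, at 555 nm excitation and 632 nm emission. Mixture: 20 nM Texas Red SRC2 peptide, 0.6 uM human TRb LBD, 1 uM T3, 5% DMSO; compound exposure 5 h at ambient temperature.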
Tau fibril FP – inhibitors of human tau fibril formation | K18 P301L tau heparin fibrillization, Alexa594 FP, 6 h | Potency, µM (top dose mostly 57.7 µM), for inactives: top-dose activity, negative = inhibition, usual class: inhibitors | hit rate 0.39% among 280,000 | AID 1468; further: nearly all actives have a fitted effect of over 55% in size
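Human tau K18 […] P301L fragment, 15 uM unlabeled plus 0.24 uM Alexa 594-labeled tau (final), with compound and 20 uM heparin in 100 mM sodium acetate pH 7; 6 hr at 37 C, then Alexa 594 FP read.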
TRb SRC2 PPI – disrupts binding of human TR beta to SRC2. TRbeta-SRC2 peptide binding, fluorescence polarization; receptor liganded with 1 µM T3. Potency, µM (highest dose often 106 µM), without a hit: top-dose activity change, negative = inhibition, actives largely listed as inhibitors. hit rate 0.065% among 280,000. AID 1469;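 further: plate controls were bound peptide for no effect and peptide without receptor for full effect; nearly all actives have a fitted effect of over 50% in size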
Target sequence (P10828 whole entry, looked up): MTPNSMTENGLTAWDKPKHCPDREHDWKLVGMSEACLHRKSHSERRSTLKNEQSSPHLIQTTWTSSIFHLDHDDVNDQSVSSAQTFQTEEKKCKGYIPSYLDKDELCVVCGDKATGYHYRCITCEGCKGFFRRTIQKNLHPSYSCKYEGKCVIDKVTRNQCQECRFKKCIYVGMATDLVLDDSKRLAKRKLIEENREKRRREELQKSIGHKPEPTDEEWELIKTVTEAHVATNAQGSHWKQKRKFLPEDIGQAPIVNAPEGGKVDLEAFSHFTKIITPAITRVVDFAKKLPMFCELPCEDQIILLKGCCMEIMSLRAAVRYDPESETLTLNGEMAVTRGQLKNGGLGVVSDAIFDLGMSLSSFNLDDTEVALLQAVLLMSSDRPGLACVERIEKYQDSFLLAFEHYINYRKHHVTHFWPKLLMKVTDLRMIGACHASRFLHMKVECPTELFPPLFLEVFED
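Fluorescence polarization of 20 nM Texas Red SRC2 peptide with 0.6 uM human TRb ligand-binding domain, in Tris buffer with 1uM T3 and 5% DMSO. Incubated 5 hr ambient; normalized to unbound and bound controls.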
RGS12 GoLoco inh – blocks human Gai1 binding to RGS12 GoLoco peptide, red readout; P63096; AID 880; Potency, µM (series often up to 61.6 µM), without a hit: top-dose activity, negative = inhibition, hits mostly inhibitors; Gai1:RGS12 GoLoco peptide FP, rhodamine, 10 min; hit rate 0.44% among 230,000; active means well fitted inhibition curve with a large enough effect, not every such curve was filed as active; inactive means no such curve, though single readings can be large or run the other way; further: nearly all actives have a fitted effect of over 30% in size; many of its hits are not listed in these tables
KDM4E inh – inhibitors of human JMJD2E histone demethylase. AID 2147. Potency, µM (doses to about 57.1 µM), inactives show at the highest dose activity change, negative = inhibition, most hits filed as inhibitors. JMJD2E catalytic domain, FDH-coupled NADH fluorescence (FDH is formaldehyde dehydrogenase). hit rate 1.6% among 230,000; active means well fitted inhibition curve with a large enough effect, not every such curve was filed as active; inconclusive means small, poorly fitted or top-dose-only effect, or another doubt; inactive means no such curve, though single readings can be large or run the other way;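 further: 0% = wells with enzyme and -100% = buffer wells without enzyme; nearly all actives have a fitted effect of over 50% in size; many of its hits are not listed in these tables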
RECQ1 helicase – RECQ1 (human) helicase inhibition | Potency, µM (series often up to 57.3 µM), for the others: top-dose activity, negative = inhibition, most hits filed as inhibitors | AID 2549 | P46063 | RECQ1 DNA unwinding, red fluorescence kinetic read | hit rate 0.54% among 240,000;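 further: plate controls were vehicle for no effect and no enzyme for full effect; nearly all actives have a fitted effect of over 30% in size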
Target sequence (P46063 whole entry, looked up): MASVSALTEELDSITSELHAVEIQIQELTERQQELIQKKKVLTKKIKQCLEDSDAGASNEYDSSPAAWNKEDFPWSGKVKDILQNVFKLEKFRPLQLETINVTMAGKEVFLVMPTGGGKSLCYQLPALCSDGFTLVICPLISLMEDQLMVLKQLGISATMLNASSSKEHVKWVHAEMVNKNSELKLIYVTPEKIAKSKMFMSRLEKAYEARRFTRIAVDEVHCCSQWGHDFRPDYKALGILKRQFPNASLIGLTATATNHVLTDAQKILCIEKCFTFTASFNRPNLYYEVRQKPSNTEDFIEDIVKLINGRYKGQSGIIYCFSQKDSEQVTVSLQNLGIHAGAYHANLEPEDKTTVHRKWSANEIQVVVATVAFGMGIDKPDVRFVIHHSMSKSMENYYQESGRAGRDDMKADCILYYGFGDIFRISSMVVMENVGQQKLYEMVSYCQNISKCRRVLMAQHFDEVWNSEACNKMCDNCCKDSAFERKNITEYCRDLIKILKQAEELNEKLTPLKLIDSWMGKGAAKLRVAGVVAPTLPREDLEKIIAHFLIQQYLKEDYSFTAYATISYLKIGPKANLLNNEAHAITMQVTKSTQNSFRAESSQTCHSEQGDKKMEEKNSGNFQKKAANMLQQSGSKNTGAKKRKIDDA
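RECQ1T1 50 nM; forked duplex (20 bp + 30-nt ss tails) 200 nM, ATP 2 mM final; pH 8.0, 2 mM MgCl2, 2.5 ug/ml poly(dI-dC); 15 min compound preincubation; discontinuous kinetic read over 2 h at RT.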
L3MBTL1 inh – L3MBTL1 (human) inhibition. Q9Y468. AlphaScreen L3MBTL1–H3K9me1 peptide binding. Potency, µM (titrated, usually from 57.1 µM), without a hit: at the top dose activity, negative = inhibition, most hits filed as inhibitors. hit rate 0.66% among 230,000. AID 485360; further: nearly all actives have a fitted effect of over 60% in size
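L3MBTL1 50 nM + b-AHA-H3(1-15)K9me1 75 nM, 30 min RT; compound added, 30 min RT; streptavidin donor/Ni-chelate acceptor beads 10 ug/mL each final, 30 min RT dark; AlphaScreen read.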
Numbers without * were called inactive; [ ] = remark or other dose. Unless noted, the call rests on the fitted dose curve; in most records, active means well fitted curve in the direction sought with a large enough effect; inconclusive means small, poorly fitted or top-dose-only effect, or another doubt; inactive means no such curve, though single readings can be large; an effect the other way counts as inactive or inconclusive. Unless noted, on the % scale 0 is the no-effect control and ±100 the full control effect; potency means the concentration at half of the fitted maximal effect. An excerpt; count on the stated rates, not on these rows.

Results for Cc1ccc(S(=O)(=O)Oc2ccc(/C=C(/NC(=O)c3ccccc3)C(=O)NC(C)C(=O)O)cc2)cc1 (stereo unspecified) ?
Tau fibril ThT: inconclusive; TR SRC2 fluor cs: 0%; Tau fibril FP: -10%; TRb SRC2 PPI: 2%; RGS12 GoLoco inh: 6%; KDM4E inh: inconclusive; RECQ1 helicase: inactive; L3MBTL1 inh: 5%

Results for O=C(Cn1c(C(F)(F)F)nc2ccccc21)N=Nc1c(O)[nH]c2ccc(Br)cc12 ?
Tau fibril ThT: -6%; TR SRC2 fluor cs: -1%; Tau fibril FP: inconclusive; TRb SRC2 PPI: 4%; RGS12 GoLoco inh: -3%; KDM4E inh: -4%; RECQ1 helicase: inactive; L3MBTL1 inh: 7%

What do the screens show for `Cc1nc(NC(=O)CSc2nnnn2Cc2ccccc2)sc1C`?
Tau fibril ThT: -5%; TR SRC2 fluor cs: 0%; Tau fibril FP: -2%; TRb SRC2 PPI: -11%; RGS12 GoLoco inh: 2%; KDM4E inh: 4%; RECQ1 helicase: 4%; L3MBTL1 inh: -4%

Results for C=CC(C1=CC(=O)C(OC)=CC1=O)c1ccc(OC)cc1 (stereo unspecified) ?
Tau fibril ThT: 16µM*; TR SRC2 fluor cs: 0%; Tau fibril FP: inconclusive; TRb SRC2 PPI: 4%; RGS12 GoLoco inh: -30%; KDM4E inh: inconclusive; RECQ1 helicase: -4%

How did CC1=CC2=NC(=O)CC(C)(C(=O)N(CC(=O)NC(C)(C)C)C3CCCC3)N2C=C1 (stereo unspecified) do in these assays?
Tau fibril ThT: -2%; TR SRC2 fluor cs: -2%; Tau fibril FP: -1%; TRb SRC2 PPI: 3%; RGS12 GoLoco inh: 8%; KDM4E inh: inconclusive; RECQ1 helicase: inconclusive; L3MBTL1 inh: -3%

What do the screens show for `CC(=O)c1c(C)[nH]c(C(=O)CSc2nnc(-c3ccc(Cl)cc3)n2CC2CCCO2)c1C` (stereo unspecified)?
Tau fibril ThT: inconclusive; TR SRC2 fluor cs: 1%; Tau fibril FP: -11%; TRb SRC2 PPI: -5%; RGS12 GoLoco inh: 13%; KDM4E inh: 2%; RECQ1 helicase: -2%

Results for Fc1cccc(Cl)c1Cn1c(-c2cccs2)nc2ccccc21 ?
Tau fibril ThT: inconclusive; TR SRC2 fluor cs: -2%; Tau fibril FP: -4%; TRb SRC2 PPI: 2%

How did C=CCNC(=S)Nc1cc(Cl)ccc1OC do in these assays?
Tau fibril ThT: 0%; TR SRC2 fluor cs: 2%; Tau fibril FP: 0%; TRb SRC2 PPI: 1%; RGS12 GoLoco inh: 17%; KDM4E inh: 0%; RECQ1 helicase: -12%; L3MBTL1 inh: 4%

How did Cn1nnc2sc3c(c2c1=O)CCCC3 do in these assays?
Tau fibril ThT: -9%; TR SRC2 fluor cs: 1%; Tau fibril FP: -6%; TRb SRC2 PPI: 11%; RGS12 GoLoco inh: -11%; KDM4E inh: -1%; RECQ1 helicase: -2%; L3MBTL1 inh: 2%

Results for CCOCCCNC(=O)C(NC(=O)c1ccc2c(c1)OCO2)c1ccccc1 (stereo unspecified) ?
Tau fibril ThT: 1%; TR SRC2 fluor cs: -9%; Tau fibril FP: -4%; TRb SRC2 PPI: -3%; RGS12 GoLoco inh: -1%; KDM4E inh: inconclusive; RECQ1 helicase: -1%; L3MBTL1 inh: -8%

How did COCCNC(=O)c1cc(OC)c(OC)cc1[N+](=O)[O-] do in these assays?
Tau fibril ThT: -3%; TR SRC2 fluor cs: -4%; Tau fibril FP: -1%; TRb SRC2 PPI: -7%; RGS12 GoLoco inh: 6%; KDM4E inh: 9%; RECQ1 helicase: inactive; L3MBTL1 inh: 11%

What do the screens show for `CCc1nc(SCC(=O)NCc2ccc(F)cc2)c2c(=O)n(C)c(=O)n(C)c2n1`?
Tau fibril ThT: 0%; TR SRC2 fluor cs: -1%; Tau fibril FP: 10%; TRb SRC2 PPI: -8%; RGS12 GoLoco inh: -7%; KDM4E inh: -3%; RECQ1 helicase: 7%; L3MBTL1 inh: 5%

What do the screens show for `CCOc1ccc(NC(=O)CCSc2nnc(C)s2)cc1`?
Tau fibril ThT: -8%; TR SRC2 fluor cs: 3%; Tau fibril FP: 7%; TRb SRC2 PPI: -4%; RGS12 GoLoco inh: -3%; KDM4E inh: 10%; RECQ1 helicase: -7%; L3MBTL1 inh: -6%

Results for O=C(CN1CCOCC1)N(c1ccccc1)c1ccc2ccccc2c1 ?
Tau fibril ThT: -8%; TR SRC2 fluor cs: -1%; Tau fibril FP: 8%; TRb SRC2 PPI: 0%; RGS12 GoLoco inh: 2%; KDM4E inh: -5%; RECQ1 helicase: -3%; L3MBTL1 inh: 3%

What do the screens show for `Cc1cc(/C=N/n2cnnc2)c(C)n1-c1ccc(C(=O)O)cc1`?
Tau fibril ThT: -9%; TR SRC2 fluor cs: -3%; Tau fibril FP: 2%; TRb SRC2 PPI: -1%; RGS12 GoLoco inh: 6%; KDM4E inh: 12%; RECQ1 helicase: inactive; L3MBTL1 inh: -6%

How did COc1ccc(C(=O)NC(=S)N(Cc2ccccc2)Cc2ccccc2)cc1 do in these assays?
Tau fibril ThT: 0%; TR SRC2 fluor cs: -2%; Tau fibril FP: 1%; TRb SRC2 PPI: -8%; RGS12 GoLoco inh: 8%; KDM4E inh: 0%; RECQ1 helicase: -14%; L3MBTL1 inh: inconclusive

What do the screens show for `O=C(Nc1cccc(O)c1)c1cc2nc(-c3ccc(Br)cc3)cc(C(F)(F)F)n2n1`?
Tau fibril ThT: inconclusive; TR SRC2 fluor cs: -73%[1.83 µM]; Tau fibril FP: -18%; TRb SRC2 PPI: -20%[1.83 µM]

What do the screens show for `O=C(Cc1ccc(-n2cnnn2)cc1)NC12CC3CC(CC(C3)C1)C2`?
Tau fibril ThT: 0%; TR SRC2 fluor cs: -6%; Tau fibril FP: -6%; TRb SRC2 PPI: 2%; RGS12 GoLoco inh: -5%; KDM4E inh: 1%; RECQ1 helicase: -8%

How did Cc1ccccc1C(=O)Nn1c(C)ccc1C do in these assays?
Tau fibril ThT: -14%; TR SRC2 fluor cs: 0%; Tau fibril FP: -2%; TRb SRC2 PPI: 0%; RGS12 GoLoco inh: 7%; KDM4E inh: -14%; RECQ1 helicase: 0%; L3MBTL1 inh: 2%

What do the screens show for `Cc1ccc(S(=O)(=O)N2CCc3nc(-c4ccccc4)c4c(c3C2)CO[C@@H](C)C4)cc1`?
Tau fibril ThT: 4%[11.5 µM]; TR SRC2 fluor cs: -22%[11.2 µM]; Tau fibril FP: -3%[11.6 µM]; TRb SRC2 PPI: 5%[11.2 µM]; RGS12 GoLoco inh: -26%[14.2 µM]; KDM4E inh: 9%[11.4 µM]; RECQ1 helicase: inactive[11.5 µM]

Results for O=C(CNC(=O)c1ccc(Br)o1)Nc1cccc(-c2cnc3ccccc3n2)c1 ?
Tau fibril ThT: -14%; TR SRC2 fluor cs: -4%; Tau fibril FP: -2%; TRb SRC2 PPI: 4%; RGS12 GoLoco inh: 2%; KDM4E inh: -3%; RECQ1 helicase: 4%; L3MBTL1 inh: 1%

Results for Cc1ccc(C(C)C)c(OCC(=O)NNC(=O)C(C(C)C)N2C(=O)c3ccccc3C2=O)c1 (stereo unspecified) ?
Tau fibril ThT: -12%; TR SRC2 fluor cs: -1%; Tau fibril FP: 4%; TRb SRC2 PPI: 1%; RGS12 GoLoco inh: -11%; KDM4E inh: -5%; RECQ1 helicase: -4%; L3MBTL1 inh: -5%

Results for CCCNCc1cc(OC)c(OCC(=O)NCCc2ccccc2)cc1Br ?
Tau fibril ThT: 4%; TR SRC2 fluor cs: -2%; Tau fibril FP: 10%; TRb SRC2 PPI: -2%; RGS12 GoLoco inh: 7%; KDM4E inh: -4%; RECQ1 helicase: 10%; L3MBTL1 inh: -9%

Results for Cc1cc(C)n(CCCNC(=O)c2ccc(S(=O)(=O)NCc3ccco3)cc2)n1 ?
Tau fibril ThT: -6%; TR SRC2 fluor cs: 3%; Tau fibril FP: 0%; TRb SRC2 PPI: 10%; RGS12 GoLoco inh: -8%; KDM4E inh: -3%; RECQ1 helicase: -8%; L3MBTL1 inh: 19%

Results for O=C(N/N=C/c1cn(-c2ccccc2)nc1-c1cc2ccccc2o1)c1cccnc1 ?
Tau fibril ThT: inconclusive; TR SRC2 fluor cs: 0%[53 µM]; Tau fibril FP: inconclusive; TRb SRC2 PPI: -3%[53 µM]; RGS12 GoLoco inh: 21%; KDM4E inh: -2%; RECQ1 helicase: -2%; L3MBTL1 inh: 3%

How did O=C(Nc1sc2c(c1CN1CCOCC1)CCC2)c1ccc(F)cc1 do in these assays?
Tau fibril ThT: -15%; TR SRC2 fluor cs: -1%; Tau fibril FP: -4%; TRb SRC2 PPI: -9%; RGS12 GoLoco inh: -3%; KDM4E inh: 4%; RECQ1 helicase: -2%; L3MBTL1 inh: -3%

Results for CC1=NNC(=O)C1CC(=O)N/N=C/c1sccc1C (stereo unspecified) ?
TR SRC2 fluor cs: -1%; Tau fibril FP: -11%; TRb SRC2 PPI: 2%; RGS12 GoLoco inh: 8%; KDM4E inh: 11%; RECQ1 helicase: -9%

What do the screens show for `CCOc1cc(C(=O)Nc2ccc(NC(=O)c3cc4ccccc4o3)c(OC)c2)cc(OCC)c1OCC`?
Tau fibril ThT: -6%; TR SRC2 fluor cs: 35µM*[quencher]; Tau fibril FP: -9%; TRb SRC2 PPI: -15%

Results for O=C(Nc1nc2ccccc2[nH]1)c1ccc(Cl)c(S(=O)(=O)N2CCCC2)c1 ?
Tau fibril ThT: -3%; TR SRC2 fluor cs: 1%; Tau fibril FP: -5%; TRb SRC2 PPI: 11%; RGS12 GoLoco inh: 11%; KDM4E inh: 2%; RECQ1 helicase: -8%

How did Cc1ccc2cccc(SCC(=O)NCc3ccco3)c2n1 do in these assays?
Tau fibril ThT: -13%; TR SRC2 fluor cs: -1%; Tau fibril FP: -2%; TRb SRC2 PPI: -2%; RGS12 GoLoco inh: -7%; KDM4E inh: inconclusive; RECQ1 helicase: -9%; L3MBTL1 inh: -1%
